# Screening results: PubChem, Broad Institute
# BioA inh: M. tuberculosis BioA enzyme inhibitors, primary screen, biochemical, plate reader, single point, HTS. inhibition, % at 9.99 µM. actives 0.096% (n = 360,000). purified M. tuberculosis BioA enzyme; in the data active = inhibition above about 40%
# An asterisk follows results filed as active. Not all compounds are listed, so the mix of outcomes need not match the whole.
SMILES,BioA inh
CCCC#Cc1ccc([C@H]2[C@H](CO)N3CCCCN(CC4CC4)C[C@@H]23)cc1,1.8
C[C@H]1CN([C@@H](C)CO)C(=O)c2cccc(NC(=O)NC3CCCCC3)c2O[C@@H]1CN(C)S(=O)(=O)c1ccccc1,0.0
CNC(=O)C[C@H]1CC[C@@H]2[C@@H](COc3ccc(NC(=O)Nc4ccccc4OC)cc3C(=O)N2C)O1,-1.1
C[C@@H]1CN([C@@H](C)CO)C(=O)c2cc(NS(C)(=O)=O)ccc2O[C@@H](C)CCCCO[C@H]1CN(C)C(=O)c1ccncc1,6.3
C[C@H](CO)N1C[C@H](C)[C@H](CN(C)C(=O)Nc2ccc3c(c2)OCO3)Oc2cc(C3=CCCCC3)ccc2S1(=O)=O,-1.1
Cc1noc(C)c1NC(=O)Nc1ccc2c(c1)C(=O)N([C@@H](C)CO)C[C@@H](C)[C@@H](CN(C)Cc1ccc(C(=O)Nc3ccccc3N)cc1)O2,3.3
C[C@@H]1CN([C@H](C)CO)C(=O)c2ccccc2-c2ccccc2CO[C@H]1CN(C)C(=O)Nc1ccc2c(c1)OCO2,2.4
C[C@H](CO)N1C[C@H](C)[C@H](CN(C)Cc2ccc3c(c2)OCO3)Oc2ccc(NS(C)(=O)=O)cc2C1=O,-1.1
CCc1cnc(N2[C@H](C#N)[C@H](c3ccc(C#Cc4ccccc4F)cc3)[C@H]2CO)s1,-4.9
CO[C@H]1CN(C)C(=O)c2ccc(NC(=O)c3nc4ccccc4s3)cc2OC[C@@H](C)NC[C@H]1C,2.9
COCC#Cc1ccc2c(c1)O[C@H](CN(C)C(=O)c1ccccc1F)[C@@H](C)CN([C@@H](C)CO)S2(=O)=O,-1.4
C[C@@H]1CCCCO[C@H](CN(C)C(=O)Cc2ccccc2)[C@@H](C)CN([C@@H](C)CO)C(=O)c2cc(N(C)C)ccc2O1,4.0
C[C@@H]1CCCCO[C@H](CN(C)Cc2ccccc2)[C@@H](C)CN([C@H](C)CO)C(=O)c2cc(NS(=O)(=O)c3cccs3)ccc2O1,1.6
O=C(NCC1CCCCC1)[C@@H]1[C@@H](CO)[C@@H]2Cn3c(cccc3=O)[C@H]1N2CCc1ccccc1,1.3
Cc1noc(C)c1S(=O)(=O)N(C)C[C@H]1OCCCC[C@@H](C)Oc2ccc(NC(=O)Nc3ccc4c(c3)OCO4)cc2C(=O)N([C@@H](C)CO)C[C@@H]1C,-1.2
C[C@@H]1CN([C@@H](C)CO)C(=O)c2cccc(NC(=O)Nc3ccccc3)c2O[C@H]1CN(C)S(=O)(=O)c1cn(C)cn1,-3.2
Cc1noc(C)c1NC(=O)Nc1ccc2c(c1)C(=O)N([C@@H](C)CO)C[C@H](C)[C@H](CN(C)C(=O)Nc1ccc3c(c1)OCO3)OCCCC[C@H](C)O2,-1.8
O=C(CC(F)(F)F)N1C[C@@H]2[C@H](c3ccccc31)[C@@H](CO)N2CC1CCCCC1,-2.7
CO[C@H]1CN(C)C(=O)c2ccc(NC(=O)C3CC3)cc2OC[C@@H](C)N(C(=O)NC(C)C)C[C@H]1C,-1.1
C[C@@H]1CCCCO[C@H](CN(C)C(=O)CCCN(C)C)[C@@H](C)CN([C@H](C)CO)C(=O)c2cc(N(C)C)ccc2O1,-3.9
O=C(C[C@H]1CC[C@H](NS(=O)(=O)c2ccccc2)[C@@H](CO)O1)NCCN1CCCCC1,-1.5
CN1C(=O)c2cc(NS(=O)(=O)c3ccccc3Cl)ccc2OC[C@H]2O[C@H](CC(=O)O)CC[C@H]21,-2.6
C[C@@H]1CN([C@@H](C)CO)C(=O)c2cc(C#CC3(O)CCCC3)cnc2O[C@@H]1CN(C)CC1CC1,2.2
CC(C)CC#Cc1ccc2c(c1)O[C@@H](CN(C)Cc1ccncc1)[C@@H](C)CN([C@@H](C)CO)S2(=O)=O,2.2
O=C(Cc1ccncc1)Nc1ccc2c(c1)[C@@H]1C[C@H](CC(=O)N3CCCCC3)O[C@H](CO)[C@@H]1O2,1.6
# Additional results:
SMILES,BioA inh
O=C(C[C@@H]1CC[C@H](NC(=O)CN2CCOCC2)[C@@H](CO)O1)NCc1cccc(F)c1,0.3
C[C@H](CO)N1C[C@H](C)[C@@H](CN(C)S(=O)(=O)c2ccccc2)Oc2ccc(NC(=O)Nc3cccc4ccccc34)cc2CC1=O,-1.8
COc1cccc(S(=O)(=O)Nc2ccc3c(c2)C(=O)N(C)C[C@H](OC)[C@H](C)CN(C(=O)Cc2cccnc2)[C@H](C)CO3)c1,-0.9
CC(C)NC(=O)Nc1cccc2c1O[C@@H](CN(C)S(=O)(=O)c1ccccc1)[C@@H](C)CN([C@H](C)CO)C2=O,-2.9
COc1cccc(C#Cc2cnc3c(c2)C(=O)N([C@@H](C)CO)C[C@H](C)[C@H](CN(C)C)O3)c1,-3.4
Cc1ccc(OC(=O)N(C)C[C@@H]2OCc3ccccc3-c3ccccc3C(=O)N([C@@H](C)CO)C[C@H]2C)cc1,-0.9
CCCC(=O)Nc1ccc2c(c1)OC[C@H](C)N(C(=O)CN(C)C)C[C@H](C)[C@@H](OC)CN(C)C2=O,0.5
COCC#Cc1ccc2c(c1)O[C@@H](CN(C)S(=O)(=O)c1cccc(F)c1)[C@@H](C)CN([C@@H](C)CO)S2(=O)=O,-0.7
C[C@H](O)C#Cc1ccc2c(c1)O[C@H](CN(C)CC1CCCCC1)[C@H](C)CN([C@H](C)CO)S2(=O)=O,0.7
C[C@@H]1CN([C@H](C)CO)S(=O)(=O)c2ccc(C#CCN(C)C)cc2O[C@H]1CN(C)C(=O)Nc1ccccc1F,23.0
CC(C)NC(=O)N(C)C[C@H]1Oc2ccc(NS(C)(=O)=O)cc2C(=O)N([C@@H](C)CO)C[C@@H]1C,0.5
CN1C(=O)c2cc(NC(=O)C3CCOCC3)ccc2OC[C@@H]2O[C@H](CC(=O)NC3CCCC3)CC[C@H]21,-0.8
C[C@H]1CN([C@@H](C)CO)S(=O)(=O)c2ccc(C3=CCCC3)cc2O[C@@H]1CN(C)C(=O)C1CCC1,-0.6
COc1cccc(S(=O)(=O)Nc2ccc3c(c2)C(=O)N(C)C[C@H](OC)[C@@H](C)CN(Cc2ccccc2F)[C@@H](C)CO3)c1,-1.7
C[C@@H]1CN([C@@H](C)CO)C(=O)c2cc(NS(=O)(=O)c3cn(C)cn3)ccc2O[C@@H]1CN(C)C(=O)Nc1ccc2c(c1)OCO2,1.6
Cc1noc(C)c1NC(=O)N1C[C@@H](O)COC[C@H]2O[C@@H](CC(=O)NCC3CCCCC3)CC[C@@H]21,0.0
COCC#Cc1ccc2c(c1)O[C@@H](CN(C)Cc1cncnc1)[C@H](C)CN([C@H](C)CO)S2(=O)=O,0.9
C[C@H]1CN([C@@H](C)CO)C(=O)Cc2cc(NS(C)(=O)=O)ccc2O[C@H]1CN(C)C(=O)Nc1ccc2c(c1)OCO2,-0.2
C[C@@H]1CCCCO[C@H](CN(C)S(=O)(=O)c2ccc(F)cc2)[C@@H](C)CN([C@H](C)CO)C(=O)c2cc(NC(=O)CCCCCC(=O)Nc3ccccc3N)ccc2O1,-2.4
CO[C@@H]1CN(C)C(=O)c2ccc(NC(=O)C3CCC3)cc2OC[C@H](C)N(C(=O)NC(C)C)C[C@H]1C,-0.6
CNC[C@@H]1Oc2c(NC(=O)NC3CCCCC3)cccc2C(=O)N([C@H](C)CO)C[C@@H]1C,-1.2
CO[C@@H]1CN(C)C(=O)c2ccc(NC(=O)C3CCOCC3)cc2OC[C@@H](C)NC[C@@H]1C,-3.6
CO[C@H]1CN(C)C(=O)c2ccc(NC(=O)C3CCCC3)cc2OC[C@@H](C)N(CC2CC2)C[C@H]1C,-0.9
CO[C@@H]1CN(C)C(=O)c2cc(NC(=O)c3cnccn3)ccc2OC[C@@H](C)N(CCC(F)(F)F)C[C@H]1C,3.3
O=C(c1cccnc1)N1C[C@@H]2[C@H](c3ccccc31)[C@@H](CO)N2C(=O)C1CCOCC1,-2.9
# (further entries)
SMILES,BioA inh
Cc1cccc(-c2ccc([C@@H]3[C@@H](CO)N4CCCCN(C(=O)c5ccc6c(c5)OCO6)C[C@H]34)cc2)c1,1.8
N#Cc1cccc(-c2ccc3c(c2)[C@@H]2[C@@H](CCN2S(=O)(=O)c2ccccc2F)[C@H](CO)N3)c1,-0.3
COc1ccc(NC(=O)Nc2cccc3c2O[C@H](CN(C)Cc2ccc(C(=O)Nc4ccccc4N)cc2)[C@H](C)CN([C@H](C)CO)C3=O)cc1,1.0
C[C@@H]1CN([C@@H](C)CO)C(=O)Cc2cc(NC(=O)c3ccncc3)ccc2O[C@@H]1CN(C)Cc1ccccc1,-1.2
C[C@@H]1CN([C@@H](C)CO)C(=O)CCCn2cc(nn2)CO[C@@H]1CN(C)C(=O)Nc1ccc2c(c1)OCO2,-0.7
CCNC(=O)[C@H]1[C@H](CO)[C@H]2Cn3c(ccc(-c4ccccc4)c3=O)[C@H]2N1Cc1ccccn1,0.7
C[C@H](CO)N1C[C@H](C)[C@H](CN(C)S(=O)(=O)c2ccccc2)Oc2c(NC(=O)C3CC3)cccc2C1=O,-0.1
C[C@@H]1CN([C@@H](C)CO)C(=O)Cc2cc(NC(=O)CCCN(C)C)ccc2O[C@@H]1CN(C)CC1CCCCC1,-1.2
COCC#Cc1ccc2c(c1)O[C@@H](CN(C)S(=O)(=O)c1ccc(OC)cc1)[C@H](C)CN([C@@H](C)CO)S2(=O)=O,0.1
Cc1noc(C)c1S(=O)(=O)Nc1ccc2c(c1)C(=O)N([C@@H](C)CO)C[C@H](C)[C@H](CN(C)CC1CC1)OCCCC[C@@H](C)O2,0.4
COc1cccc(NC(=O)N2C[C@H](O)COC[C@H]3O[C@@H](CC(=O)NCCCN4CCOCC4)CC[C@@H]32)c1,-1.4
C[C@H]1CN([C@@H](C)CO)C(=O)c2cc(-c3ccc(F)cc3)cnc2O[C@@H]1CN(C)C(=O)Nc1ccc(F)cc1,1.4
C[C@@H]1CN([C@H](C)CO)C(=O)c2cc(C3=CCCCC3)cnc2O[C@H]1CN(C)C(=O)c1ccccc1,7.1
COc1ccc(CN(C)C[C@H]2OCCCC[C@@H](C)Oc3ccc(NC(=O)CCCN(C)C)cc3C(=O)N([C@@H](C)CO)C[C@@H]2C)cc1,-0.3
CO[C@@H]1CN(C)C(=O)c2cc(NS(=O)(=O)c3ccc(Cl)cc3)ccc2OC[C@@H](C)N(C(=O)Cc2cccnc2)C[C@H]1C,2.4
COc1ccc(S(=O)(=O)N(C)C[C@@H]2Oc3c(NS(=O)(=O)c4ccc(C)cc4)cccc3C(=O)N([C@H](C)CO)C[C@@H]2C)cc1,-1.0
CC(C)NC(=O)N(C)C[C@H]1Oc2c(NC(=O)C3CC3)cccc2C(=O)N([C@@H](C)CO)C[C@H]1C,-2.7
C[C@H]1CN([C@@H](C)CO)C(=O)Cc2cc(N(C)C)ccc2O[C@H]1CN(C)S(=O)(=O)c1ccc(Cl)cc1,-1.0
O=C(C[C@@H]1C[C@H]2c3cc(NC(=O)c4cccnc4)ccc3O[C@H]2[C@@H](CO)O1)NC1CCCCC1,4.3
O=C(C[C@H]1C[C@@H]2c3cc(NC(=O)C4CCOCC4)ccc3O[C@@H]2[C@H](CO)O1)NCc1ccc(Cl)cc1,-1.5
C[C@@H]1CN([C@@H](C)CO)C(=O)c2cc(NC(=O)Nc3ccc(F)cc3)ccc2O[C@@H]1CN(C)C(=O)Nc1ccc(C(F)(F)F)cc1,-2.1
C[C@@H]1CN([C@H](C)CO)S(=O)(=O)c2ccc(/C=C/c3ccccc3)cc2O[C@H]1CN(C)C(=O)C1CC1,1.6
C[C@H]1CN([C@@H](C)CO)C(=O)c2cc(NS(=O)(=O)c3cccs3)ccc2O[C@@H]1CN(C)Cc1ccncc1,-0.9
Cc1noc(C)c1NC(=O)N(C)C[C@H]1OCCCC[C@@H](C)Oc2ccc(NC(=O)Nc3ccc(F)cc3)cc2C(=O)N([C@H](C)CO)C[C@@H]1C,1.8
COc1ccc(NC(=O)N[C@@H]2C=C[C@H](CC(=O)NCc3ccccn3)O[C@H]2CO)cc1,-2.9
C[C@@H]1CN([C@@H](C)CO)C(=O)c2c(c3ccccc3n2C)-c2ccccc2CO[C@H]1CN(C)C(=O)[C@@H]1CCCN1C,-1.5
COc1ccc(CN(C)C[C@@H]2Oc3ccc(NC(=O)Nc4c(C)noc4C)cc3CC(=O)N([C@@H](C)CO)C[C@H]2C)cc1,9.5
CO[C@@H](CN(C)Cc1nccs1)[C@H](C)CN([C@H](C)CO)S(=O)(=O)c1ccc(C)cc1,1.9
O=C(c1cccc(F)c1)N1C[C@@H]2[C@H](c3ccccc31)[C@@H](CO)N2C(=O)c1ccccn1,-1.3

# An excerpt from above in order of formula weight, rising:
SMILES,BioA inh
CCNC(=O)[C@H]1[C@H](CO)[C@H]2Cn3c(ccc(-c4ccccc4)c3=O)[C@H]2N1Cc1ccccn1,0.7
C[C@H]1CN([C@@H](C)CO)C(=O)Cc2cc(N(C)C)ccc2O[C@H]1CN(C)S(=O)(=O)c1ccc(Cl)cc1,-1.0
COc1ccc(S(=O)(=O)N(C)C[C@@H]2Oc3c(NS(=O)(=O)c4ccc(C)cc4)cccc3C(=O)N([C@H](C)CO)C[C@@H]2C)cc1,-1.0

# Looked up by compound from the entries so far, six records:
SMILES,BioA inh
C[C@H]1CN([C@@H](C)CO)C(=O)c2cc(-c3ccc(F)cc3)cnc2O[C@@H]1CN(C)C(=O)Nc1ccc(F)cc1,1.4
Cc1noc(C)c1S(=O)(=O)Nc1ccc2c(c1)C(=O)N([C@@H](C)CO)C[C@H](C)[C@H](CN(C)CC1CC1)OCCCC[C@@H](C)O2,0.4
Cc1noc(C)c1NC(=O)N(C)C[C@H]1OCCCC[C@@H](C)Oc2ccc(NC(=O)Nc3ccc(F)cc3)cc2C(=O)N([C@H](C)CO)C[C@@H]1C,1.8
C[C@@H]1CN([C@@H](C)CO)C(=O)Cc2cc(NC(=O)CCCN(C)C)ccc2O[C@@H]1CN(C)CC1CCCCC1,-1.2
C[C@@H]1CN([C@@H](C)CO)C(=O)Cc2cc(NC(=O)c3ccncc3)ccc2O[C@@H]1CN(C)Cc1ccccc1,-1.2
C[C@H]1CN([C@@H](C)CO)C(=O)c2cc(NS(=O)(=O)c3cccs3)ccc2O[C@@H]1CN(C)Cc1ccncc1,-0.9
